# Source: PubChem
# M5 PAM: potentiates acetylcholine response at human M5 receptor; CHO-K1 hM5, Fluo-8 calcium, ACh EC20 PAM; 0% = ACh EC20, 100% = ACh EC100; activation, % at 3 µM; AID 624038; P08912; actives 0.3% (n = 360,000);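 active means activation above the run cutoff, the mean activation of all test compounds plus 3 SD, cut at about 18% in these data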
# Target sequence (P08912 whole entry, looked up): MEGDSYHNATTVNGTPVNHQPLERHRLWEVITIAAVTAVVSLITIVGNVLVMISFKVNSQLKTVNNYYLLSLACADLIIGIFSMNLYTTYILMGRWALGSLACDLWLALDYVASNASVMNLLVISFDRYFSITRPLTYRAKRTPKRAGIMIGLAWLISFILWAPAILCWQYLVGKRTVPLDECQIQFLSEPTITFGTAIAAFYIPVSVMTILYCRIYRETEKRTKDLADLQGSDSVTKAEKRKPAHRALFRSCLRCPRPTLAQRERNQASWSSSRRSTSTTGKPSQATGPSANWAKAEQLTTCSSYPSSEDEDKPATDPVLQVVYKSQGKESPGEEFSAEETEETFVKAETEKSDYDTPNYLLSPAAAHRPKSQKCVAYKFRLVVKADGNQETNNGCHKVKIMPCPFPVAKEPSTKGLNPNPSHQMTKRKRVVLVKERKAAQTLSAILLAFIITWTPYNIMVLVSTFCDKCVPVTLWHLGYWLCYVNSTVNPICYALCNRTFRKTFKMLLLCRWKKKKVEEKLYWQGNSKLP
#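 Assay system: CHO-K1 hM5 cells. Also added: acetylcholine at EC20 concentration, added after compound. Dosing: 3 µM, single dose. Times: compound preincubation 140 s before EC20 acetylcholine addition. Signal: Fluo-8 calcium fluorescence. Measure: % activation relative to EC20 and EC100 ACh responses. Repeats: singlicate, one well per test compound.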
# CHRM4 antagonist: antagonists of human muscarinic M4 receptor (CHRM4) | inhibition, % at 3 µM | actives 0.73% (n = 360,000) | CHO-hM4 cells, ACh EC80, Fluo-8 calcium fluorescence | P08173;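 active means inhibition above its plate's cutoff, the mean inhibition of sample wells plus 3 SD, cut at about 27% in these data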;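 further: 0% = acetylcholine EC80 with DMSO and 100% = DMSO without agonist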
# Target sequence (P08173 whole entry, looked up): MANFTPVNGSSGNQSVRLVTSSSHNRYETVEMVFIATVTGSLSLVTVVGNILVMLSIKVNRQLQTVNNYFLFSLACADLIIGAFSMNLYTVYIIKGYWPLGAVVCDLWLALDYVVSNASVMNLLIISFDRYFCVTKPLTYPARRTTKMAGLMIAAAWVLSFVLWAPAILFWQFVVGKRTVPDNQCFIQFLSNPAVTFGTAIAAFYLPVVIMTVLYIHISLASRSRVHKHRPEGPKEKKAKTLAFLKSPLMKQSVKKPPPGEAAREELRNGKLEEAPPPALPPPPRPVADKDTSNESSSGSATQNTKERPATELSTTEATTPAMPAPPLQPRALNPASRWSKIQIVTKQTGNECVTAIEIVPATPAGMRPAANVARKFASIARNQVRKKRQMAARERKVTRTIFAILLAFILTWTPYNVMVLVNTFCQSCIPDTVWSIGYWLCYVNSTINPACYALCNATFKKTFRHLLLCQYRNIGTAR
# M4 ag: CHRM4 agonism in calcium assay; P08173; CHO-K1 hM4/Gqi5, Fluo-8 calcium fluorescence; vehicle 0%, full acetylcholine response 100%; activation, % at 3 µM; actives 0.14% (n = 360,000); AID 624127;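 active means activation above the run mean over all test wells plus 3 SD, cut at about 32% in these data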;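 further: peak over basal fluorescence ratio per well then scaled between controls; 0% = DMSO wells and 100% = acetylcholine at EC100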
# M1 PAM: human CHRM1 positive allosteric modulation; CHO-K1 hM1, Fluo-8 calcium fluorescence, ACh EC20; 0% = ACh EC20, 100% = maximal ACh; AID 588819; actives 0.088% (n = 360,000); activation, % at 3 µM; P11229; in the data active means activation above about 19%, passing the limit was not always enough
# CRFR2-BP ag: CRF-BP/CRF-R2 complex agonism. activation, % at 13.2 µM. actives 0.46% (n = 350,000). AID 588473. HEK293 CRF-R2/CRF-BP, calcium dye fluorescence (FLIPR); percent of saturating CRF peptide response;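 active means activation of at least 50%, plus an integration ratio under a set limit after plate pattern correction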;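 further: plate controls were neutral control wells without compound for no effect and CRF at EC100 for full effect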
# M5 antag: blocks acetylcholine activation of human M5 receptor. CHO-hM5 cells, Fluo-8 calcium fluorescence, ACh EC80. inhibition, % at 3 µM. actives 0.59% (n = 360,000). AID 624040;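 active means inhibition above a per-plate cutoff, the mean of that plate's test compounds plus 3 SD, cut at about 27% in these data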;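 further: 0% = acetylcholine EC80 with DMSO and 100% = DMSO without agonist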
# M5 ag: CHRM5 agonism in calcium assay; P08912; CHO-K1 hM5 cells, Fluo-8 calcium fluorescence; 0% DMSO wells, 100% maximal acetylcholine response; activation, % at 3 µM; actives 0.19% (n = 360,000); AID 624037;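 active means activation above the run's mean over test compounds plus 3 SD, cut at about 23% in these data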;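 further: signal is peak over basal fluorescence ratio across the kinetic read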
# M4 PAM: CHRM4 positive allosteric modulation | P08173 | CHO-K1 hM4/Gqi5, Fluo-8 calcium fluorescence, ACh EC20; 0% = ACh EC20, 100% = maximal ACh | activation, % at 3 µM | actives 0.4% (n = 360,000);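 active means activation above its plate's cutoff, the mean activation of sample wells plus 3 SD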; further: some results filed as inactive read as strong as hits
# M1 antag: human CHRM1 antagonism | inhibition, % at 3 µM | CHO-K1 hM1, Fluo-8 calcium fluorescence, ACh EC80 antagonist | AID 588852 | P11229 | actives 1.3% (n = 360,000);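 active means percent inhibition above its own plate's cutoff, namely the mean of that plate's compound wells plus 3 SD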;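 further: peak over basal fluorescence ratio during 140 s after agonist addition; 0% = ACh EC80 plus DMSO and 100% = DMSO alone without agonist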
# An asterisk follows results filed as active; nt = not tested or not shown.
# Values run as follows: M5 PAM	CHRM4 antagonist	M4 ag	M1 PAM	CRFR2-BP ag	M5 antag	M5 ag	M4 PAM	M1 antag
O=S1(=O)CC(N2CCCCC2)C1CN1CCCCC1 (stereo not given)
 : -3	-11	0	6	2.7	9	1	1	-6
CN(c1ccccc1)S(=O)(=O)c1ccc(NC(=O)c2nc(S(C)(=O)=O)ncc2Cl)cc1
 : -12	78*	21	-10	22	31*	2	-14	31
Clc1ccc(C(c2nnnn2C2CCCC2)N2CCN(Cc3ccncc3)CC2)cc1 (stereo not given)
 : -1	-6	1	1	1.0	-5	-5	19	3
COCC(=O)Nc1ccc2c(c1)OCO2
 : 4	-2	0	4	1.4	-2	-2	4	-3
CCN1CCN(Cc2ccc(NC(=O)c3ccc(C)c(NC(=O)c4cc(-c5ccc(Br)cc5)n[nH]4)c3)cc2C(F)(F)F)CC1
 : -14	10	4	2	-1.2	18	-8	-1	8
COc1ccc2nc(NC(=O)CCc3cc(OC)c(OC)c(OC)c3)sc2c1
 : -7	6	4	0	-1.8	-3	3	-11	6
COCCCNC(=O)c1ccc2c(=O)n(C3CCCC3)c(=S)[nH]c2c1
 : -1	3	2	-8	-0.2	4	0	-10	13
COc1cccc(C(=O)OC(C)CN2CCCC2)c1 (stereo not given)
 : -5	3	0	-20	-0.4	2	-10	-10	39*
CC(C)N=C1NN=C(c2ccc(F)cc2)CS1
 : -2	-3	0	2	-5.4	4	-5	-6	-2
CCCCCCN1Cc2ccccc2C1
 : -2	2	0	0	-2.5	7	-8	-7	-20
COc1ccc(OC)c2c(C)cc(C)nc12
 : 3	5	0	15	-0.4	-7	0	-3	-17
CCC(CC)CN1C(Nc2ccccc2)=NC[C@@H]1CC(C)C
 : 3	-8	3	11	-0.3	11	-1	6	-4
COC(=O)c1ccc(C2N=C(c3cccs3)CC(c3ccccc3O)N2)cc1 (stereo not given)
 : -1	3	3	-2	0.3	14	4	-5	8
Cc1ccc(Cn2c(C(C)Nc3nc(-c4ccc(F)cc4)cs3)nc3cc(Cl)c(Cl)cc32)cc1 (stereo not given)
 : 4	7	2	0	14	5	9	11	9
Cc1nn(CCC#N)c2nc(C(F)(F)F)[nH]c(=O)c12
 : -3	-2	0	4	1.5	-1	1	-2	-3
Cc1cc(S(=O)(=O)c2cc3ccc(O)c(C)c3oc2=O)ccc1F
 : 4	-15	5	-9	91*	-3	3	-3	14
CC1CC(C)CN(S(=O)(=O)c2ccc3c(c2)CCN3C(=O)C2CC2)C1 (stereo not given)
 : -3	4	1	7	-1.1	12	-5	3	-11
Cc1ccc(C)c(S(=O)(=O)N2CCN(C(=O)c3ccc4ccccc4n3)CC2)c1
 : -44	5	19	-5	-1.7	10	-5	-7	5
O=C(Nc1cccc(C(=O)N2CCCC2)c1)C1CCC1
 : 4	-5	0	14	0.7	-11	1	2	-17
CC(C)(C)OC(=O)NCc1nc(N)n[nH]1
 : 2	14	0	1	-1.5	-4	0	0	5
CCOc1cc2[nH]c(=S)n(CCC(=O)NC3CCCCC3)c(=O)c2cc1OCC
 : -2	-6	1	25	0.1	-4	0	7	-18
O=C(NCCc1cccc(C(F)(F)F)c1)C1CCC(=O)N(C2CC2)C1 (stereo not given)
 : -11	2	0	-5	0.1	1	-1	1	-11
CCc1ccccc1NC(=O)C1CCCN1S(=O)(=O)c1ccc(-c2ccc(=O)[nH]n2)s1 (stereo not given)
 : -2	-3	1	14	-0.2	6	-3	-1	-9
CC1=C(C(=O)OCC(C)C)C(c2cccc(F)c2)N2C(=O)C(C)SC2=N1 (stereo not given)
 : -4	-7	-1	2	-1.3	-3	-6	2	1
COc1ccc(Cl)cc1NC(=O)C1CCCN(S(=O)(=O)c2cccc3nonc23)C1 (stereo not given)
 : -4	-1	1	1	3.2	16	-3	0	0
CCCCN1CC(C)(C)[C@H](CC(=O)NC)C1=O
 : -1	-8	0	5	0.2	7	1	5	-7
COc1ccc(Cl)cc1NC(=O)NCc1ccccn1
 : 2	6	2	19	-1.3	3	1	-1	-9
COc1cccc(N2CCN(C(=O)c3cc4cc(Cl)ccc4[nH]3)CC2)c1
 : -2	1	2	1	9.5	6	-3	-3	-4
Cc1nc(-c2ccc(F)cc2)c(CC(=O)N2CCN(S(=O)(=O)c3ccc(F)cc3)CC2)s1
 : -8	-9	10	-3	-0.9	15	-1	-10	1
O=C(N/N=C1/C(=O)c2cccc3cccc1c23)c1ccc(Cl)cc1
 : -5	-4	1	-7	52*	7	-3	-1	7
CCOc1cc(/C=N/NS(=O)(=O)c2ccc(OC)cc2)ccc1OCCN1CCOCC1
 : 9	-16	0	5	-2.7	3	-3	0	-12
COc1cccc(OC)c1C(=O)N1CCN(Cc2ccccc2C)CC1
 : -2	3	2	0	0.5	-8	0	-1	-6
CC1CCN(C(=O)COC(=O)CNC(=O)C23CC4CC(CC(C4)C2)C3)CC1
 : -3	12	1	5	-1.9	10	4	-1	1
CN(CC(=O)Nc1ncn[nH]1)S(=O)(=O)c1ccc(Br)cc1
 : 2	4	0	5	0.1	0	-2	2	2
COC(=O)c1ccc(COC(=O)c2nn(C)c(=O)c3ccccc23)cc1
 : -11	-3	10	4	-1.3	9	8	-2	-1
C#CCOCCOCCOCCNc1nc(N2CCN(C(=O)Cn3cc(CCCN=C(N)N)nn3)CC2)nc(N2CCN(C(=O)[C@H]([C@@H](C)CC)n3cc(CCC(=O)O)nn3)CC2)n1
 : 14	2	1	12	-2.5	3	2	17	-5
Cc1ccc(S(=O)(=O)N2CCN(CCOc3c(Cl)cccc3Cl)CC2)cc1C
 : -10	5	-1	-3	13	15	-2	-4	-6
O=C(O)/C=C\C(=O)Nc1ccccc1C#Cc1ccc(Br)cc1
 : -7	-1	-3	-2	-1.2	0	-4	-5	0
CC(C)(C)c1cc(NC(=O)c2cccc(S(=O)(=O)N3CCOCC3)c2)no1
 : 3	7	5	-3	1.2	5	-2	15	4
COc1ccc(/C=N/NC(=O)c2[nH]c3ccc(Cl)cc3c2-c2ccccc2)c(C(=O)O)c1OC
 : -5	-1	12	-1	1.6	20	0	-2	1
COc1ccc(/C=C2/CCc3ccccc3C2=O)cc1CN1CCOCC1
 : -4	12	5	2	-1.1	6	-2	2	-1
Cc1nnc(SCC(=O)Nc2cc(-c3cc(C)c(C)cc3C)nn2-c2ccccc2)s1
 : -9	-1	3	10	0.2	9	-4	-2	-8
O=C(Nc1cc(N2CCCCC2)ncn1)c1ccc(F)cc1
 : -6	6	1	0	-1.0	0	0	-6	5
CCN(CC(=O)Nc1ccc2c(c1)OCCO2)C(=O)c1cccc(S(=O)(=O)N2CCOCC2)c1
 : -1	2	0	5	-0.5	1	-1	2	-6
Cc1nc2cc(NC(=O)N3c4ccccc4CC3C)ccc2o1 (stereo not given)
 : 3	16	-2	0	-0.2	5	0	-8	2
Nc1nnnn1/N=C/c1ccccc1
 : -5	2	1	13	-2.0	18	-2	-8	-16
C[C@@H]1COc2cc(N(C)CCO)ccc2S(=O)(=O)N1
 : 5	-5	2	nt	nt	-2	2	18	nt
CCOC(=O)C1(Cc2cccc(Cl)c2)CCCN(C(=O)c2cc(C)[nH]n2)C1 (stereo not given)
 : 0	-6	10	8	-0.7	-1	-3	-2	-14
Cn1/c(=N/NC(=O)c2ccccc2Br)sc2ccccc21
 : -2	-3	0	9	0.2	-1	-1	12	0
COc1ccc(C(=O)NC2CC(C)(C)Cc3occc32)cc1 (stereo not given)
 : 9	18	1	-6	0.0	7	-4	3	5
CC(=O)Nc1ccc(C(=O)N/N=C/c2ccccc2OCc2ccccc2)cc1
 : -12	-11	7	-18	0.9	9	4	-10	5
COc1cccc(C(NC(C)=O)c2nc(-c3cccc(C(C)C)c3)cs2)c1 (stereo not given)
 : 1	-8	3	4	nt	2	-1	2	-9
O=C(Nc1ccc2snnc2c1)N1CCN(c2ccccc2)CC1
 : -12	11	6	-4	1.7	0	0	-6	15
Cc1nc(-c2ccccn2)nc(N2CCOCC2)c1Cl
 : 4	1	1	12	-2.7	3	0	3	-10
COc1cc(NC(=O)Cn2nc(Cc3cccnc3)c3ccccc3c2=O)cc(OC)c1OC
 : -1	-3	1	-1	-0.9	4	-1	7	-7
Cc1onc(-c2c(F)cccc2Cl)c1C(=O)N1C=CC(C(F)(F)F)=NCC1
 : -2	-18	2	0	0.3	-3	-7	15	-18
Cc1cc(NC(=O)CC#N)n(-c2nc3ccccc3[nH]2)n1
 : -4	-4	5	0	0.3	5	5	-11	1
Cc1cc(OCC(=O)N(Cc2ccccc2)C2CCS(=O)(=O)C2)ccc1Cl (stereo not given)
 : -4	-6	5	3	-0.3	1	-3	1	-2
CCOC(=O)c1ccc(NC2c3ccccc3C(=O)N2c2ccc(C)cn2)cc1 (stereo not given)
 : -3	6	1	12	-3.2	5	-1	3	-15
CN(C)S(=O)(=O)c1ccc(Cl)c(NC(=O)COC(=O)/C=C/c2ccc3ccccc3n2)c1
 : -2	-3	0	15	1.6	1	3	15	8

# (cont.)
# Values run as follows: M5 PAM	CHRM4 antagonist	M4 ag	M1 PAM	CRFR2-BP ag	M5 antag	M5 ag	M4 PAM	M1 antag
COc1ccc(C(=O)NC(C)CCCC(C)(C)O)cc1OC1CCN(C(C)=O)CC1 (stereo not given)
 : 0	-6	1	7	-0.5	0	5	2	-16
Cc1ccc(OCCCC(=O)Nc2nncs2)cc1
 : -2	-1	0	5	0.1	-6	-4	4	7
CCC(C)[C@H]1COCCS(=O)(=O)N1Cc1ccccc1 (stereo not given in full)
 : 0	-12	2	7	-3.0	1	4	3	-13
COc1ccc(S(=O)(=O)N2CCCC(C(=O)O)C2)cc1 (stereo not given)
 : -6	5	1	6	5.8	3	-4	7	-5
COC(=O)[C@H](Cc1ccccc1)NC(=O)NCc1ccccc1
 : -5	-4	1	4	-2.5	1	-1	0	-9
O=C(Nc1ccccc1)C1=C[C@@H](C2CCCCC2)C[C@@H](OCc2ccc(CO)cc2)O1
 : 1	7	-1	-1	-0.2	9	5	1	4
COc1cccc(CNCC(=O)NC(=O)NC2CCCC2)c1
 : 2	8	0	0	-4.9	17	0	-2	-4
CC(=O)Nc1ccc(C(=O)COC(=O)c2nc3nc(C)cc(C)n3n2)cc1
 : 4	-4	0	-5	-0.6	8	1	-1	12
Cc1nnc(Sc2nc3c(c(=O)[nH]c(=O)n3C)n2Cc2ccccc2)s1
 : 0	9	1	3	3.8	0	0	-5	0
CCN(CC)C(=O)C(C)OC(=O)c1ccc(O)cc1 (stereo not given)
 : 11	-5	1	12	0.1	-8	-1	12	-18
Cc1ccccc1NC(=O)CCn1c(=O)oc2ccccc21
 : -4	4	0	0	-1.8	5	1	-3	-7
CCn1c(=NC(=O)CSC(C)=O)sc2cc(OC)ccc21
 : -12	1	2	0	-6.0	2	-1	-7	-2

# Shown tab-delimited: entries from further up.
SMILES	M5 PAM	CHRM4 antagonist	M4 ag	M1 PAM	CRFR2-BP ag	M5 antag	M5 ag	M4 PAM	M1 antag
COCC(=O)Nc1ccc2c(c1)OCO2	4	-2	0	4	1.4	-2	-2	4	-3
CCN1CCN(Cc2ccc(NC(=O)c3ccc(C)c(NC(=O)c4cc(-c5ccc(Br)cc5)n[nH]4)c3)cc2C(F)(F)F)CC1	-14	10	4	2	-1.2	18	-8	-1	8
COc1ccc2nc(NC(=O)CCc3cc(OC)c(OC)c(OC)c3)sc2c1	-7	6	4	0	-1.8	-3	3	-11	6
